# Source: PubChem BioAssay (The Scripps Research Institute Molecular Screening Center)
# ADAM10 inh: ADAM10 inhibition, QFRET primary screen; O14672; 370,000 compounds, 0.62% hits; recombinant ADAM10, EDANS/DABCYL FRET peptide cleavage, 3 h; inhibition, % at 7 µM;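 active means inhibition above a per-campaign cutoff equal to the mean of compounds falling between control-based bounds plus 3 SD, cut at about 20% in these data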;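 further: 0% = DMSO wells while the 100% control is not disclosed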
# PLC-beta3 inh: blocks human PLC-beta3 enzyme activity | Q01970 | Purified PLC-beta3, fluorogenic substrate, fluorescence | inhibition, % at 12.2 µM | 370,000 compounds, 0.18% hits; in the data active means inhibition above about 11%;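 further: 0% = median of compound wells on plate and 100% = full blocker control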
# GAA850 FXN act: frataxin GAA850 promoter activation | AID 540364 | activation, % at 6 µM | 360,000 compounds, 0.56% hits | HEK293 lucGAA850 FXN promoter luciferase reporter, 24 h; percent of 10 µM SAHA response;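 active means activation above the average of all compounds screened plus 3 SD, cutoff fixed separately per campaign, cut at about 7.5% in these data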;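 further: 0% = DMSO wells and 100% = 10 µM SAHA wells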
# DAX1 inh-1: NR0B1 (DAX1) inhibition; HEK293 Gal4-DAX1 luciferase reporter, luminescence; inhibition, % at 6.75 µM; 340,000 compounds, 0.99% hits; AID 504766;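 active means inhibition above the mean over all tested compounds plus 3 SD, cut at about 4.2% in these data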;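 further: 0% = DAX1-transfected cells with DMSO and 100% = empty-vector control cells with DMSO; inhibition shows as a rise in luminescence from relieved DAX1 repression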
# ssDAF12 agonist: activators of S. stercoralis DAF-12 nuclear receptor; activation, % at 6.8 µM; 370,000 compounds, 1% hits; HEK293 ssDAF-12/GRIP1 lit1-tk-luc reporter, luminescence; % of 3 µM dafachronic acid response;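 active means activation above the mean over all tested compounds plus 3 SD, cut at about 0.9% in these data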;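 further: 0% = DMSO-only wells and 100% = 3 µM delta7-dafachronic acid wells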
# ADAM17 inh: inhibits human ADAM17; P78536; recombinant ADAM17, EDANS/DABCYL FRET peptide cleavage; inhibition, % at 6.95 µM; 370,000 compounds, 0.83% hits; AID 720648;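 active means inhibition above the mean of compounds lying between control limits plus 3 SD, set per campaign, cut at about 8.5% in these data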;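 further: 0% = DMSO-only wells as the low control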
# hcDAF-12 act: H. contortus DAF-12 activation, primary screen; HEK293 hcDAF-12 lit1-tk-luc reporter, luminescence; 0% DMSO, 100% Δ7-dafachronic acid; activation, % at 6.8 µM; 370,000 compounds, 1.4% hits; AID 652067;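 active means activation above the mean of all tested compounds plus 3 SD, cut at about 5.5% in these data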;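 further: 100% = response to 3 µM Δ7-dafachronic acid high control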
# hgDAF-12 ag: agonists of H. glycines DAF-12 nuclear receptor; activation, % at 6.8 µM; AID 687014; 370,000 compounds, 1.8% hits; HEK293 GAL4-hgDAF12 UAS-luciferase reporter, agonist luminescence; normalized to butyrate control;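 active means activation above a cutoff set at the mean of all screened compounds plus 3 SD, cut at about 10% in these data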;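 further: 0% = DMSO wells and 100% = sodium butyrate wells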
# DAX1 inh-2: DAX1 (NR0B1) inhibition, primary screen; HEK293T StAR-luciferase reporter, SF-1/DAX-1 repression relief; inhibition, % at 6.8 µM; 370,000 compounds, 1.1% hits; AID 652010;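 active means inhibition above the mean over all tested compounds plus 3 SD, cut at about 3.6% in these data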;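 further: 0% = DAX-1 cells with DMSO and 100% = cells lacking DAX-1 with DMSO; higher inhibition means more luminescence from relief of DAX-1 repression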
# HGIII-sPLA2 inh: Inhibits HGIII-sPLA2 liposome hydrolysis, primary screen; 370,000 compounds, 0.56% hits; Q9NZ20; QFRET BODIPY PC-A2 liposome hydrolysis, fluorescence; inhibition, % at 12.2 µM;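 active means inhibition above mean plus 3 SD of compounds lying within the high and low control bounds, cut at about 19% in these data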;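 further: 0% = median of test compound wells and 100% = no enzyme DMSO wells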
# PLC-gamma1 inh: blocks human PLC-gamma1 enzyme activity. P19174. purified PLC-gamma1, fluorogenic substrate, fluorescence. inhibition, % at 12.2 µM. 370,000 compounds, 0.84% hits. AID 720700; in the data active means inhibition above about 9.5%
# Target sequence (P19174 whole entry, looked up): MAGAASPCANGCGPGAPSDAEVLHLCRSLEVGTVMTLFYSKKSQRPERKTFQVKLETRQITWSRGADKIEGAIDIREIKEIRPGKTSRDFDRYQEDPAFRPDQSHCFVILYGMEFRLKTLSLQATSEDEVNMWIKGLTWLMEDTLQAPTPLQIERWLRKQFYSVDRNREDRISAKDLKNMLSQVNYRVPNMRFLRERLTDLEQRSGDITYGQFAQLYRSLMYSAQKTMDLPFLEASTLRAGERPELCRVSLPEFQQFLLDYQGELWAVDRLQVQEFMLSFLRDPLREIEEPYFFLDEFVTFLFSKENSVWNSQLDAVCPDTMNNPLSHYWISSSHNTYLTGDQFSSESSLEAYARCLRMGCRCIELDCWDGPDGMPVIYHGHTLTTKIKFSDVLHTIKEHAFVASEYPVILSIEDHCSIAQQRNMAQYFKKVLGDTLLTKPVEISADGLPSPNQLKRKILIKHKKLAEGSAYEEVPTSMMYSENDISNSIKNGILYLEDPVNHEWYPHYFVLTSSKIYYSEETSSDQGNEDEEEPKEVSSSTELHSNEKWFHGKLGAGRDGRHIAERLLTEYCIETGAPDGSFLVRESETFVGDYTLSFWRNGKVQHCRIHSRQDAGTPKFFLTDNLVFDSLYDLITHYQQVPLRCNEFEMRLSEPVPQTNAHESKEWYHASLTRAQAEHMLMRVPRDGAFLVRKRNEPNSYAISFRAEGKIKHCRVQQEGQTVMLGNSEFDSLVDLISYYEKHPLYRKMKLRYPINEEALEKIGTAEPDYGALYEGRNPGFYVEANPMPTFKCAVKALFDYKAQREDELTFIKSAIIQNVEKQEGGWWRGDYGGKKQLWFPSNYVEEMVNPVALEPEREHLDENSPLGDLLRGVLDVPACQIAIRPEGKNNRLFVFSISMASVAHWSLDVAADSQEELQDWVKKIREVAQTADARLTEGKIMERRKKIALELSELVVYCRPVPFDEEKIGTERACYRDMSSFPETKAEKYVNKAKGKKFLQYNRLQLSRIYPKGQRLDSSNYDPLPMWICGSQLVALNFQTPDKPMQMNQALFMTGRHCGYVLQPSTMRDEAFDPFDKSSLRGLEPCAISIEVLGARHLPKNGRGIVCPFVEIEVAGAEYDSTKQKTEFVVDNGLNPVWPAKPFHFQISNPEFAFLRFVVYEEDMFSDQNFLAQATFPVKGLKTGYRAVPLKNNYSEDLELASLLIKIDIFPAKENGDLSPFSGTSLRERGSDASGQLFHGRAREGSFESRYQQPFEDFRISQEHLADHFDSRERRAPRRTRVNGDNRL
# Starred values were filed as active, the others as inactive; i = inactive; / = no result given.
SMILES,ADAM10 inh,PLC-beta3 inh,GAA850 FXN act,DAX1 inh-1,ssDAF12 agonist,ADAM17 inh,hcDAF-12 act,hgDAF-12 ag,DAX1 inh-2,HGIII-sPLA2 inh,PLC-gamma1 inh
COc1ccc(S(=O)(=O)NCCSc2ccc(C)cc2)cc1OC,9.4,1.1,1.8,-1.0,-1.4,-4.8,-0.5,-2.6,-0.6,-9.8,4.0
COc1ccc(CN(C)C(=O)C23CC4CC(CC(Cl)(C4)C2)C3)c(OC)c1OC,-6.7,-5.3,-0.2,-0.7,-1.1,-2.7,-0.9,0.1,-0.3,-2.1,1.2
Nc1ccc(-n2nc3ccccc3n2)cc1,-154.1,i,-5.3,0.6,-1.8,-45.4,-3.3,-0.6,1.5,5.4,i
CCOc1ccc2nc(NC3=NC(C)(C)C=C(C)N3)nc(C)c2c1,-303.9,-139.4,-1.7,1.1,-0.5,-74.6,-0.8,3.7,0.1,-9.8,-110.1
Cc1nc(NS(=O)(=O)c2ccc(Br)cc2)c2c3c(sc2n1)CCC3,-13.0,-2.8,-1.6,0.1,-1.3,-5.4,-1.8,-0.3,-0.3,-6.2,-4.2
COc1ccc(NC(=O)CN(C)C(=O)/C=C/c2cn(-c3ccccc3)nc2-c2cccs2)cc1,-93.8,-284.9,-1.9,-1.9,-1.2,-33.8,-1.4,-1.0,-1.9,-32.8,-168.8
O=C(N/N=C/C(Br)=C/c1ccccc1)c1ccc([N+](=O)[O-])cc1,2.2,-4.7,4.8,0.2,-1.1,-0.6,-1.5,-2.8,-0.1,3.0,1.9
C=CCCCCCCCCC(=O)N1CCN(c2cc3c(cc2F)c(=O)c(C(=O)O)cn3CC)CC1,-3.9,-11.8,0.1,-0.3,0.3,-6.3,0.1,-3.0,-0.2,5.8,-3.4
C[C@@H]1CC=C[C@H]2[C@H]1C(=O)N(Cc1ccccc1)[C@H]2c1ccc(-c2ccoc2)cc1F,17.9,-2.4,-3.6,-0.1,-1.1,12.6*,-1.5,1.5,0.5,-5.5,4.6
COc1cccc(C(C2C(=O)CC(C)(C)CC2=O)C2C(=O)CC(C)(C)CC2=O)c1,-7.9,-7.5,0.6,0.2,-0.5,-4.2,-2.5,1.4,-0.2,13.8,-2.6
CCOC(=O)c1c(NC(=O)c2ccn(CC)n2)sc2c1CCC2,-60.1,-176.0,0.9,0.2,-1.3,-19.4,-3.3,-1.7,-1.0,-15.9,-118.2
CN(C)c1nc(N(C)C)n(C(=O)c2cccs2)n1,-2.8,2.0,0.4,1.2,-0.7,0.0,-0.5,-1.0,0.9,-1.2,2.4
CCN(c1ccccc1)S(=O)(=O)c1ccc(F)c(C(=O)O)c1,-28.7,-42.2,-3.0,-0.4,-1.2,-17.7,-1.1,-0.1,-0.6,5.1,-30.1
O=C(COC(=O)C1CCC1)Nc1ccc(OC(F)F)cc1,-2.1,-4.1,0.0,1.0,-0.9,-5.6,-1.4,-0.7,-0.7,-2.7,-3.0
CCOC(=O)C1=CCN(S(=O)(=O)c2cccc(Cl)c2)C1c1ccccc1 (stereo unspecified),12.5,2.5,/,/,-1.6,2.6,-2.0,-4.1,-0.7,-9.7,3.2

# Some entries already given with just hcDAF-12 act.
Compound,hcDAF-12 act
CCN(c1ccccc1)S(=O)(=O)c1ccc(F)c(C(=O)O)c1,-1.1
O=C(COC(=O)C1CCC1)Nc1ccc(OC(F)F)cc1,-1.4

# A draw from above in order of length of the SMILES, smallest number first:
SMILES,ADAM10 inh,PLC-beta3 inh,GAA850 FXN act,DAX1 inh-1,ssDAF12 agonist,ADAM17 inh,hcDAF-12 act,hgDAF-12 ag,DAX1 inh-2,HGIII-sPLA2 inh,PLC-gamma1 inh
Nc1ccc(-n2nc3ccccc3n2)cc1,-154.1,i,-5.3,0.6,-1.8,-45.4,-3.3,-0.6,1.5,5.4,i
CN(C)c1nc(N(C)C)n(C(=O)c2cccs2)n1,-2.8,2.0,0.4,1.2,-0.7,0.0,-0.5,-1.0,0.9,-1.2,2.4
CCN(c1ccccc1)S(=O)(=O)c1ccc(F)c(C(=O)O)c1,-28.7,-42.2,-3.0,-0.4,-1.2,-17.7,-1.1,-0.1,-0.6,5.1,-30.1
COc1ccc(CN(C)C(=O)C23CC4CC(CC(Cl)(C4)C2)C3)c(OC)c1OC,-6.7,-5.3,-0.2,-0.7,-1.1,-2.7,-0.9,0.1,-0.3,-2.1,1.2

# The listing continues:
SMILES,ADAM10 inh,PLC-beta3 inh,GAA850 FXN act,DAX1 inh-1,ssDAF12 agonist,ADAM17 inh,hcDAF-12 act,hgDAF-12 ag,DAX1 inh-2,HGIII-sPLA2 inh,PLC-gamma1 inh
O=C(NCC(=O)N(CC1CCCO1)C(C(=O)NC1CCCC1)c1ccc(F)cc1)c1ccco1 (stereo unspecified),2.1,1.2,-0.6,-0.2,-1.1,-0.8,2.7,-1.8,-0.8,2.5,-3.1
CN1CCN(CP(=O)(N2CCOCC2)N2CCOCC2)CC1,3.4,1.6,-1.8,0.2,-0.9,-2.4,-0.2,1.0,-0.8,1.3,1.6
O=C(NCc1ccc2c(c1)OCO2)C1CCN(c2ncccn2)CC1,-12.8,-3.6,0.3,1.1,-0.5,-4.9,0.2,-0.9,-0.5,-2.7,2.1
CN(C)c1ccc(CNc2ccc3c(c2)ncn3C(C)(C)C)cc1,-7.1,-9.5,-0.1,-0.8,-0.8,-6.1,-1.3,-3.2,-1.1,-0.3,-2.0
Cc1ccccc1NC(=O)COC(=O)c1c[nH]c(=O)[nH]c1=O,1.2,0.6,1.6,1.2,-1.5,-1.8,3.4,1.0,0.7,0.6,2.4
CCCCCSc1nc2c(c(=O)[nH]c(=O)n2C)n1CC,2.2,3.1,-0.4,1.4,-1.0,-2.2,-1.0,-3.2,-1.4,-1.0,-1.0
CCOc1ccc(NC(=O)c2ccc(C#CC(C)(C)O)cc2)cc1,1.5,2.9,-2.2,-1.9,-1.5,-0.2,-1.8,-0.1,-0.8,-4.0,3.6
N#Cc1c(Nc2ccccc2)c(C=NCCN2CCOCC2)c[nH]c1=O,-4.4,-11.4,2.2,1.4,-1.5,-4.2,-0.3,0.5,-0.9,-7.1,-8.1
O=C1CC(NS(=O)(=O)c2ccc([N+](=O)[O-])cc2)CN1c1ccc2c(c1)OCCO2 (stereo unspecified),-11.2,-7.3,1.7,0.8,-1.3,-5.8,-1.3,-1.7,-1.8,0.8,3.2
CCCCN1C(=O)/C(=C/C=C2\Oc3ccccc3N2CC)SC1=S,-10.4,-14.6,2.6,3.4,-1.2,-2.5,-1.3,0.0,1.0,-3.7,-8.6
CCOC(=O)[C@]12CCCC=C1N(Cc1cccc3ccccc13)C(=O)[C@H](CC(=O)NCc1cccc(C(F)(F)F)c1)C2,0.9,2.2,/,/,-1.1,0.8,-0.6,1.2,-0.1,-20.4,0.5
COc1cc(C(=O)NCc2cc3cc(Cl)ccc3n2C)cc(OC)c1OC,0.5,-3.5,-0.9,-1.0,-1.4,0.8,-0.1,-0.8,-0.3,-25.1,-1.1
COC(=O)c1[nH]c2c(c1C(=O)OC)CCc1ccccc1-2,i,-250.3,1.1,-1.4,-0.9,-424.2,-2.2,-1.6,-0.4,-1.2,-173.1
O=C(NCc1cc(Br)cc(Br)c1OC(=O)c1ccccc1[N+](=O)[O-])c1ccccc1,13.9,-0.3,-0.8,-0.4,-0.2,4.7,2.7,3.2,-0.8,1.7,3.3
CCOC(=O)NC(=S)Nc1c(C)n(C)n(-c2ccccc2)c1=O,-3.1,1.4,-0.4,0.5,-0.8,-2.5,-0.9,-2.0,-0.3,0.8,-0.6
Cc1cc(C)n2[nH]c(=O)c(N=Nc3ccccc3)c2n1,6.8,3.8,0.9,1.4,-1.4,3.5,-0.6,1.8,0.0,-1.8,3.2
COC(=O)C1=C(C)NC(C)=C(C(=O)OC)C1c1cn(-c2ccccc2)nc1-c1ccco1,-139.2,-143.2,-2.3,-0.6,-0.8,-26.8,3.2,6.5,0.8,-9.0,-92.2
COc1ccc(C(CNC(=O)c2cccc(S(=O)(=O)Nc3ccc(F)cc3)c2)N(C)C)cc1 (stereo unspecified),-0.8,-0.2,-2.5,0.4,-0.6,-3.7,-1.2,-2.8,0.0,-3.4,0.2
CNC[C@H](O)c1ccc(O)c(O)c1,-16.8,-8.2,4.9,0.0,-1.7,-7.2,-3.8,1.5,0.2,11.3,-4.2
CCOC(=O)c1sc(=NC(=O)c2ccco2)n(C)c1C,-9.2,-38.8,4.8,1.0,0.5,-8.0,9.0*,13.5*,0.9,2.0,-16.8
CCCC(=O)N1CCC1(C)C(=O)Nc1ccc2nccnc2c1 (stereo unspecified),i,-187.7,-2.4,/,-1.3,-194.2,-0.9,10.7*,-0.8,2.9,-150.2
O=C(NC1CCN(C(=O)c2ccccc2Br)CC1)c1ccccc1,6.8,-3.7,-1.1,0.5,-0.4,-0.1,-0.6,-0.5,-0.5,-0.1,1.2
Cc1ccc(C(=O)n2nnc3ccccc32)cc1[N+](=O)[O-],10.3,-0.1,2.2,-0.6,-0.3,-0.7,-2.2,-2.8,0.0,6.1,3.5
O=C(CN1C(=O)/C(=C\c2cccc(F)c2)Oc2ccccc21)N1CCN(c2ccccn2)CC1,-5.2,-22.5,-1.5,0.4,-0.3,-3.6,-0.2,-2.3,0.1,8.7,-15.5
Cc1ccc(NC(=S)N2CC(C)OC(C)C2)cc1C (stereo unspecified),-6.5,-1.5,3.8,0.0,-1.3,-1.6,0.9,-0.7,0.7,1.1,-1.5
COc1cc(F)ccc1-c1csc(C(NC(C)=O)c2ccccc2)n1 (stereo unspecified),-9.9,0.5,-1.3,/,-0.4,-1.9,-0.9,3.4,2.8,5.9,-2.2
COc1ccc(CNC(=O)COc2cc3c(c4oc(=O)cc(C)c24)CCC(C)(C)O3)c(OC)c1,i,-329.7,-2.8,/,-1.5,-147.5,-5.1,-5.4,-3.2,-4.8,-241.6
CCCC[n+]1ccn(-c2nc3c([N+](=O)[O-])cccc3n2C)c1,3.5,-3.5,0.0,3.6,-0.4,1.9,0.1,1.1,-0.7,-3.6,1.1
NCCCC[C@@H](C(=O)N1CCNCC1)n1cc([C@@H](N)CO)nn1,4.6,11.7*,-1.2,2.3,-1.5,-1.3,1.3,0.0,-0.1,0.4,4.5
Cc1nc(NC(=O)C2CC2)sc1C(=O)Nc1cccc(Cl)c1,-5.4,-5.1,0.8,-1.8,-1.3,0.2,-0.1,-3.0,0.4,-5.0,-0.8
CCCCn1nnnc1C1(C)CCC(=O)N1CC(F)(F)F (stereo unspecified),-4.5,3.1,/,/,-1.3,-1.9,0.8,-1.3,2.2,5.5,3.2
CCNC(=O)C1CCCN(C(=O)c2c(-c3ccccc3)noc2C)CC1 (stereo unspecified),-8.7,2.7,1.1,/,-1.0,-2.4,0.6,0.1,1.4,-1.2,-2.0
